Apaf1 inhib: blocks human Apaf-1 apoptosome activity; AID 489030; 330,000 tested, 0.71% active; O14727; inhibition, % at 20 µM; reconstituted apoptosome caspase-3 activity, DEVD-Rh110 fluorescence; active = inhibition of at least 40% at 20 µM;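 also: plate controls were DMSO wells for no effect and DEVD-CHO caspase inhibitor wells for full effect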
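Material: biochemical Apaf-1 apoptosome reconstitution. Medium: Hepes buffer, pH 7.5. Also added: cytochrome c activation, bis-DEVD rhodamine 110 substrate. Timing: 30 min compound preincubation, 50 min activation, room temperature. Measured by: rhodamine 110 fluorescence at Ex 480/Em 540 nm.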
SENP8 block-1: inhibitors of human SENP8 protease. Q96LD8. purified SENP8, Z-RLRGG-aminoluciferin cleavage, luminescence. inhibition, % at 10 µM. 330,000 tested, 1.2% active. AID 2540; in the data active = inhibition above about 50%
Target sequence (Q96LD8 whole entry, looked up): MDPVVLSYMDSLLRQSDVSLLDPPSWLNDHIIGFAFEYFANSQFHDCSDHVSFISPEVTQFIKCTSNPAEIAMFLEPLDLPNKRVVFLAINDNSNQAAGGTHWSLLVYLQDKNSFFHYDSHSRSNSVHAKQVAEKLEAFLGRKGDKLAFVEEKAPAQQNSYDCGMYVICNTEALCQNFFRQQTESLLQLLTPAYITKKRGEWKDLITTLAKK
SENP6 block: blocks the human protease SENP6 | Q9GZR1 | Recombinant SENP6 catalytic domain, aminoluciferin luminescence | inhibition, % at 10 µM | 330,000 tested, 1.8% active | AID 2599;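 active = inhibition above about 50% at the single tested dose, limit read from the data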;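 also: plate controls were DMSO wells with enzyme for no effect and DMSO wells lacking enzyme for full effect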
SENP1 FRET inh: blocks the human SENP1 SUMO protease catalytic domain. recombinant SENP1 catalytic domain, CyPet-SUMO1-YPet FRET cleavage. inhibition, % at 10 µM. 360,000 tested, 0.21% active;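 active = inhibition at least 30% at 10 µM, raw YFP signal under a set limit, fluorescence ratio 0.5 to 1.5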;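 also: 0% = enzyme with DMSO and 100% = no enzyme wells; some results filed as inactive read as strong as hits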
Target sequence (Q9P0U3 419-644 limits assumed): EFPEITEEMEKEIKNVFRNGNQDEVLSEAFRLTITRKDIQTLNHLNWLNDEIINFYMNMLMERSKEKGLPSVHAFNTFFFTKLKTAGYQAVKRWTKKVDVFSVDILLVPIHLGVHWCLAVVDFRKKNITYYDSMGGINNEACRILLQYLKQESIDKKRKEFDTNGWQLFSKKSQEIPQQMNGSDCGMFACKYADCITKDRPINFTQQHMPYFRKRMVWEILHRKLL
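material = recombinant human SENP1 catalytic domain, His6-tagged | quantity = 20 pM enzyme | reagent = 25 nM SUMO1 FRET substrate | compound dosing = 10 µM single point, 0.5% DMSO | timing = 50 min enzyme reaction, room temperature, light-protected | detection = FRET, CFP and YFP emission | control set = no-enzyme low, enzyme-DMSO high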
SENP8 block-2: blocks human SENP8 cleavage of Nedd8 substrate; inhibition, % at 20 µM; AID 602440; recombinant SENP8, Nedd8 substrate fluorescence; Q96LD8; 360,000 tested, 0.64% active; in the data active = inhibition mostly above about 40%, no sharp cut-off; inactive = mostly below about 27%
SENP7 inh: inhibitors of human SENP7 protease | recombinant SENP7, Z-RLRGG-aminoluciferin luminescence, 40 min | inhibition, % at 5 µM | 330,000 tested, 1.5% active;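 active = inhibition above about 50% at the single test dose, limit read from the data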;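 also: plate controls were DMSO with enzyme for no effect and no enzyme buffer wells for full effect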
Target sequence (Q9BQF6 706-1050 limits assumed): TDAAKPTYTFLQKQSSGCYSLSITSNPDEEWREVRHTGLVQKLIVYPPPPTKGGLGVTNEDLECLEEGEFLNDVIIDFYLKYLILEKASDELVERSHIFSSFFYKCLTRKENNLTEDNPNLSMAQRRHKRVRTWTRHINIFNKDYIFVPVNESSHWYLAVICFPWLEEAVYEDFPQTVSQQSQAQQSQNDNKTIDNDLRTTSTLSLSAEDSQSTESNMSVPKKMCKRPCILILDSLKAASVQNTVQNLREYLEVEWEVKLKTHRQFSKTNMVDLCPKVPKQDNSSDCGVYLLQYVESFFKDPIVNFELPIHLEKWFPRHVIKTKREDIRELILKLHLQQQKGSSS
HKDC1 inhibitor: blocks human hexokinase HKDC1 activity; Q2TB90; recombinant HKDC1, G6PDH/diaphorase resazurin coupled fluorescence; inhibition, % at 20 µM; 340,000 tested, 0.16% active; AID 493160;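 active = inhibition above about 35% when tested at 20 µM, limit read from the data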;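 also: plate controls were DMSO wells with enzyme for no effect and DMSO wells lacking enzyme for full effect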
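Material: recombinant HKDC1 hexokinase; Amount: HKDC1 at 5 µg/mL; Medium: Tris pH 8.0 buffer with MgCl2, Tween-20, BSA, BME; Schedule: 90 min reaction incubation at room temperature, dark; Technique: coupled resazurin fluorescence, excitation 525 nm, emission 613 nm.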
PfG6PD inh: PfG6PD (Plasmodium falciparum) enzyme inhibition; AID 504690; 350,000 tested, 0.78% active; PfGluPho enzyme, NADPH resazurin-diaphorase fluorescence; inhibition, % at 20 µM;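 active = inhibition reaching at least a set limit at 20 µM in the primary screen, cut at about 59% in these data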;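 also: 0% = DMSO wells with substrate and 100% = DMSO wells lacking glucose-6-phosphate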
Active calls of the source: *; · = no result given.

1. COc1ccc(C(=O)Nc2ccnn2C2CCN(Cc3ccccn3)CC2)cc1
2. CCOc1ccc(C=NNc2ccc(S(=O)(=O)Nc3ccccc3C(=O)O)cc2[N+](=O)[O-])cc1
3. O=C(c1ccco1)N1CCCC(c2nc3c(nnn3Cc3ccc(Cl)cc3Cl)c(=O)[nH]2)C1 (configuration not stated)
4. Cc1ccc(C(=O)COC(=O)c2ccncc2)cc1[N+](=O)[O-]
5. CCOC(=O)C1=C(C)N=c2s/c(=C/c3cccc([N+](=O)[O-])c3O)c(=O)n2C1c1ccccc1 (configuration not stated)
6. Cc1ccc(C)c(OCC(=O)NNC(=O)CCN2CCN(c3ccccc3)CC2)c1
7. CCOC(=O)C1=C(C)OC(N)=C(C#N)C1c1cc2cc(C)ccc2nc1N1CCCCC1 (configuration not stated)
8. CC(=O)OC[C@]1(OC(C)=O)C[C@@]23CC[C@H]4[C@@](C)(CCC[C@@]4(C)C(=O)O)[C@@H]2CC[C@@H]1C3
9. CC(C)C(=O)NCc1cc(-c2ccccc2)no1
10. Cc1cc(S(=O)(=O)NC(C)C)ccc1OCC(=O)N1CCOCC1

Assay by compound | 1 | 2 | 3 | 4 | 5 | 6 | 7 | 8 | 9 | 10
Apaf1 inhib | 2 | 7 | 21 | -6 | 15 | 13 | 26 | 7 | -1 | -23
SENP8 block-1 | 2 | 11 | 5 | 1 | 9 | -17 | -4 | -24 | -11 | 1
SENP6 block | 16 | -1 | -10 | -1 | 24 | -20 | -7 | -17 | -7 | 0
SENP1 FRET inh | -21 | 6 | -1 | 1 | 2 | 3 | -25 | 1 | 2 | 1
SENP8 block-2 | -3 | 49* | 6 | 18 | 18 | 0 | -314 | 8 | 6 | 14
SENP7 inh | 1 | -6 | 4 | 0 | 5 | -5 | -4 | 9 | -6 | 1
HKDC1 inhibitor | -3 | 20 | 0 | 5 | 11 | -9 | 13 | 0 | -4 | -7
PfG6PD inh | 3 | -41 | -16 | -12 | 56 | 1 | 29 | -9 | -23 | -2

11. CCOC(=O)Cc1csc(NC(=O)c2ccc(Br)s2)n1
12. Cc1cc(=O)[nH]c(SCC(=O)Nc2ncc(S(=O)(=O)c3ccc([N+](=O)[O-])cc3)s2)n1
13. Cn1c2ccccc2c(=O)c2c(=O)n(Cc3ccco3)c(-c3ccc(C(C)(C)C)cc3)nc21
14. COc1cccc(NC(=O)C2CCN(S(=O)(=O)c3ccc4c(c3)NC(=O)CO4)CC2)c1
15. Cc1cccc(Cn2ccc(NC(=O)c3cccnc3)n2)c1
16. COc1ccc(C(CNC(=O)c2ccc(S(=O)(=O)Nc3ccccc3F)cc2)N(C)C)cc1 (configuration not stated)
17. CCOc1ccc(NC(=O)CN(C)C(=O)c2ccc(=O)[nH]c2)cc1OCC
18. Nc1cccc(CCc2nc3cc4ccccc4cc3[nH]2)c1
19. Cc1ccc(CNC(=O)CCc2nnc(Cc3ccc(-c4ccccc4)cc3)o2)o1
20. Cc1cccc(NC(=O)CN2C(=O)S/C(=C\c3cccn3-c3cccc(C(=O)O)c3)C2=O)c1

Assay by compound | 11 | 12 | 13 | 14 | 15 | 16 | 17 | 18 | 19 | 20
Apaf1 inhib | 8 | 2 | 13 | -2 | 1 | 56* | -6 | 5 | 15 | 19
SENP8 block-1 | -8 | 8 | -7 | 9 | 0 | -7 | -8 | -9 | 6 | 1
SENP6 block | -15 | -18 | -30 | -19 | -10 | 12 | 1 | -11 | 6 | -11
SENP1 FRET inh | · | 3 | · | 1 | 2 | -4 | -2 | -1 | -3 | -5
SENP8 block-2 | · | 34 | · | 19 | -3 | 8 | 7 | -3 | 7 | -9
SENP7 inh | -16 | 3 | 0 | 3 | -4 | 13 | 1 | -5 | 1 | -6
HKDC1 inhibitor | · | 18 | · | -2 | -14 | -21 | -7 | -8 | -3 | -1
PfG6PD inh | · | -22 | · | 0 | -11 | 9 | -4 | 27 | 5 | -8

21. CC(Sc1ccc2c(c1)OCCO2)C(=O)Nc1ccc(N2CCOCC2)cc1 (configuration not stated)
22. Cc1cc(OCC(=O)OCC(=O)Nc2ccc(Cl)cn2)ccc1Cl
23. Cc1nc(NCc2ccco2)c2c(C)c(C)sc2n1
24. Cc1cc(C)n(-c2ccc(C(=O)Nc3ccc4c(c3)OCO4)cc2)n1
25. O=C(Nc1ccccc1)c1cc(S(=O)(=O)Nc2cccnc2)ccc1Cl
26. Cc1[nH]c2ccccc2c(=O)c1CN1CCCCC1
27. COC(C/C=C/C(=O)COCc1ccccc1)OC
28. Cn1c(=O)c(-c2ccccc2N)nc2ccccc21
29. Cc1c(C(=O)OC2CCCCC2)sc2nc[nH]c(=O)c12
30. COc1ccc(Oc2coc3cc(O)ccc3c2=O)cc1

Assay by compound | 21 | 22 | 23 | 24 | 25 | 26 | 27 | 28 | 29 | 30
Apaf1 inhib | 1 | -2 | -22 | 3 | -11 | -5 | -2 | -7 | 5 | -2
SENP8 block-1 | -3 | -7 | -2 | -3 | 4 | -13 | -7 | -1 | -13 | -4
SENP6 block | -6 | -26 | 11 | 7 | -9 | 4 | -15 | 6 | -9 | 0
SENP1 FRET inh | 1 | 2 | 1 | 0 | -1 | 2 | 0 | -1 | -25 | -3
SENP8 block-2 | 8 | -4 | -2 | 9 | 4 | 29 | 16 | 21 | -48 | -321
SENP7 inh | -1 | 5 | 1 | 4 | -5 | -9 | 11 | 3 | -1 | 2
HKDC1 inhibitor | 2 | -1 | 3 | 0 | -4 | -4 | -5 | -10 | 7 | -5
PfG6PD inh | 22 | -7 | 2 | 19 | -13 | -7 | 9 | 1 | -9 | -24

31. Clc1ccc(CNc2ccc(CNc3ncn[nH]3)cc2)cc1
32. O=C(O)c1ccc(NS(=O)(=O)c2ccc3nnn(O)c3c2)cc1
33. COc1ccccc1-c1c(NC(=O)c2ccco2)n(C)c2ccccc2c1=O
34. Cc1cc(C)n(CC(=O)NNC(=O)CCCOc2ccc(Cl)cc2C)n1
35. C/C(=N/NC(=O)c1cccs1)c1ccc(NC(=O)COc2ccc(Cl)cc2)cc1
36. CC(C)c1ccc(N(C(=O)CNC(=O)c2ccco2)C(C(=O)NC2CCCC2)c2ccncc2)cc1 (configuration not stated)
37. O=C(Nc1ccccc1F)c1ccc2ncsc2c1
38. C=C(C)CCC1(C)NC(=O)N(c2ccccc2)N1 (configuration not stated)
39. COC(=O)c1cc(S(=O)(=O)N2CCCC2=O)c(Cl)cc1Cl
40. COc1ccc(/C=C2/CCCC(C(=O)C(F)(F)F)=C2O)cc1OC

Assay by compound | 31 | 32 | 33 | 34 | 35 | 36 | 37 | 38 | 39 | 40
Apaf1 inhib | 3 | 0 | -19 | 1 | 5 | 6 | 0 | 17 | 2 | 9
SENP8 block-1 | -3 | -12 | -7 | -7 | 2 | -7 | 21 | -1 | 1 | -10
SENP6 block | -3 | -8 | -8 | 5 | -16 | -18 | 25 | -2 | -21 | 1
SENP1 FRET inh | 1 | 1 | · | 1 | 0 | -1 | -4 | 1 | -1 | -40
SENP8 block-2 | 17 | 4 | · | 7 | -71 | 16 | -4 | 21 | 17 | -11
SENP7 inh | -7 | -2 | -4 | 5 | 2 | 7 | 31 | 5 | 1 | -4
HKDC1 inhibitor | 4 | -6 | -1 | -4 | -1 | -4 | 0 | -3 | -4 | -10
PfG6PD inh | -4 | -10 | 22 | -14 | -16 | -3 | 1 | 1 | -11 | -54

41. CC(Oc1ccccc1)c1ccnc2nc(/N=C/N(C)C)nn12 (configuration not stated)
42. COc1cccc(CNC(=O)CN2C(=O)CCSc3ccc(S(=O)(=O)N4CCCC4)cc32)c1
43. Cc1occc1C(=O)N/N=C/C=C\c1ccccc1[N+](=O)[O-]
44. OCC[C@H]1C[C@@H](O)[C@H](O)[C@@]2(CCCCO2)O1
45. Cc1cc(=O)oc2ccc(OC(=O)CC(C)C)cc12
46. O=C(C[C@H]1C/C=C/CC[C@@H](Cc2ccc(F)cc2)C(=O)OC[C@H](c2ccccc2)NC1=O)NCCO
47. O=c1c(=NNc2ccccc2Cl)c(=O)c2ccccc12
48. Cn1nccc1NS(=O)(=O)c1ccc(F)cc1
49. O=C(COC(=O)c1cc(NS(=O)(=O)c2cccs2)ccc1O)Nc1cc(Cl)ccc1Cl
50. COc1cccc(C2(O)CCN(CC(=O)NCC3CC3)CC2)c1

Assay by compound | 41 | 42 | 43 | 44 | 45 | 46 | 47 | 48 | 49 | 50
Apaf1 inhib | 9 | -3 | -4 | -4 | 4 | 9 | · | -7 | -9 | -11
SENP8 block-1 | -3 | -2 | -12 | 7 | -6 | -3 | · | 1 | -4 | 7
SENP6 block | -1 | -8 | -18 | -9 | -28 | -17 | · | 6 | -10 | 3
SENP1 FRET inh | -1 | 2 | 3 | 3 | 0 | 4 | 15 | 0 | 1 | 1
SENP8 block-2 | -283 | 0 | 7 | 9 | -6 | 15 | 40* | -6 | -143 | 10
SENP7 inh | -7 | -7 | -5 | 2 | -12 | 3 | · | 5 | 6 | 7
HKDC1 inhibitor | -7 | 3 | -5 | -2 | -10 | -4 | -2 | -3 | -5 | -7
PfG6PD inh | -5 | -15 | 30 | -5 | 23 | 1 | 1 | -7 | -1 | -7

51. COc1ccc(NC(C)=O)cc1CNC(=O)COc1ccccc1C(=O)Nc1cccc(C)c1C
52. CC(=O)c1ccc(N2CCN(C(=O)c3ccc(NC(=O)C4CCCO4)cc3)CC2)cc1 (configuration not stated)
53. CCOc1cc(/C=C2\CCCc3c2nc2ccccc2c3C(=O)O)ccc1OC
54. O=C(Nc1cccc(C(=O)N2CCCC2)c1)c1ccccc1Cl
55. Cc1ccc2nccc(C(=O)N3CCCC(N4CCN(c5ccc(F)cc5)CC4)C3)c2c1 (configuration not stated)
56. CC1Cc2nc(SCC(=O)NCCc3ccccc3)n(C)c(=O)c2S1 (configuration not stated)
57. Cc1ccc(S(=O)(=O)NCc2cccnc2)cc1C(=O)NC1CCCCC1
58. Cc1cc(=O)oc(C)c1C(=O)NCCNC(=O)c1c(C)cc(=O)oc1C
59. O=C(N/C(=C\c1ccc(-c2ccccc2)o1)C(=O)N1CCOCC1)c1ccccc1
60. CCCN1CCN(CCCNC(=O)c2ccc3c(=O)n(CCc4ccccc4)c(=O)[nH]c3c2)CC1
61. CCOC(=O)c1[nH]c(C(=O)O)c(CCN(CC)CC)c1C
62. Cc1ccc(-c2cc(C(=O)NCCc3ccc(S(N)(=O)=O)cc3)c3ccccc3n2)cc1
63. Nc1nnn(CC(=O)N/N=C/c2ccncc2)n1

Assay by compound | 51 | 52 | 53 | 54 | 55 | 56 | 57 | 58 | 59 | 60 | 61 | 62 | 63
Apaf1 inhib | -8 | -2 | 24 | -3 | -1 | -5 | 14 | -13 | 14 | 7 | -14 | 12 | -12
SENP8 block-1 | 1 | -5 | 5 | 1 | -5 | 12 | 3 | 4 | 5 | 0 | 1 | -5 | -10
SENP6 block | 0 | -4 | 21 | 5 | -11 | -1 | -7 | -5 | 12 | 7 | 2 | 1 | -7
SENP1 FRET inh | 0 | 1 | -25 | 2 | 0 | -2 | -1 | -3 | -3 | 0 | 2 | 0 | 3
SENP8 block-2 | 10 | -79 | -90 | 10 | 5 | 2 | 4 | -61 | -75 | -158 | 1 | -135 | 10
SENP7 inh | -2 | 3 | 13 | 5 | 2 | 5 | -1 | -2 | 6 | 8 | 4 | 13 | 3
HKDC1 inhibitor | -2 | 1 | 15 | -1 | -1 | -5 | 5 | -4 | 0 | 0 | -4 | -2 | 0
PfG6PD inh | -5 | -8 | 29 | -7 | -7 | 31 | -2 | 7 | 3 | 2 | -5 | 0 | -2
